PPC-1+TRAIL kill: compounds killing PPC-1 cancer cells with TRAIL present (potentiator screen, no TRAIL-free arm) | cell killing (% activity), % at 4 µM | actives 0.41% (n = 220,000) | AID 1443 | PPC-1 cells + TRAIL, ATPLite viability luminescence;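 active = cell killing above 50% in the first pass at 4 µM, then a duplicate retest at 5 µM averaging 50% or more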;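 also: plate controls were cells with TRAIL plus DMSO for no effect and medium-only wells lacking cells for full effect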
RBBP9 inhibitor: blocks human serine hydrolase RBBP9 | recombinant RBBP9, FP-Rh probe fluorescence polarization | actives 0.2% (n = 220,000) | O75884 | inhibition, % at 7.94 µM;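 active = inhibition above the campaign mean of all tested compounds plus 3 SD, cut at about 14% in these data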;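 also: plate controls were DMSO wells with RBBP9 for no effect and wells lacking RBBP9 protein for full effect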
Target sequence (O75884 whole entry, looked up): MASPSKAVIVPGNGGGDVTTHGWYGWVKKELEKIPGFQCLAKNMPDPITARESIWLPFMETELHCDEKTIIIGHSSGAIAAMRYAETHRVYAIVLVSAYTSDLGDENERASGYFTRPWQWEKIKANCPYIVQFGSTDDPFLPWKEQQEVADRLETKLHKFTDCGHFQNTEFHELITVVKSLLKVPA
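System: RBBP9 protein / Quantity: 2.5 µM RBBP9 dispensing solution, before mixing / Also added: Serine-hydrolase probe FP-Rh, 375 nM pre-mixing / Dosing: 7.94 µM single dose, 0.794% DMSO / Timing: enzyme-compound preincubation 30 min, then probe labeling 45 min, 25 °C / Signal: FP readout at 525/598 nm / Controls: DMSO-treated enzyme wells and wells lacking RBBP9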
Furin inhibitor: blocks human furin protease activity | inhibition, % at 30 µM | purified furin, fluorogenic substrate cleavage | actives 0.061% (n = 220,000) | P09958; in the data active = inhibition above about 25%; also: inactives centre near -15
Target sequence (P09958 108-714 limits assumed): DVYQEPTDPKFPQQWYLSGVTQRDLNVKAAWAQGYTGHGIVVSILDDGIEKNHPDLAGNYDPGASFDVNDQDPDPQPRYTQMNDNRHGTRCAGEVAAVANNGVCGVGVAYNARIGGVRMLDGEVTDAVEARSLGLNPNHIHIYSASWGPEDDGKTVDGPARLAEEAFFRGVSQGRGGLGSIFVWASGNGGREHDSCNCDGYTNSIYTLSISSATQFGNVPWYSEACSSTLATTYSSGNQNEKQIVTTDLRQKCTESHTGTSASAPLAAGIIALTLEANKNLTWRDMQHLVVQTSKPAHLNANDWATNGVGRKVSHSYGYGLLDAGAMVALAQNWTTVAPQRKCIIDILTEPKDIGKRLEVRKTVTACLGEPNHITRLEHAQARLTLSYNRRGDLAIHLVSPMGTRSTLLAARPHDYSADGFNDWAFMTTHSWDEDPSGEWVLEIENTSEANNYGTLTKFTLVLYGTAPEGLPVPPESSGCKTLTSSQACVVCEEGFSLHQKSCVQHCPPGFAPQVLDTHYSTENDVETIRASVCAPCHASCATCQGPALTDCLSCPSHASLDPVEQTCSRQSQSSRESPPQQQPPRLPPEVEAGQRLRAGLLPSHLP
p47phox inh: inhibitors of human p47phox binding | P14598 | p47phox/p22phox peptide binding, fluorescence polarization, 2 h | inhibition, % at 24.7 µM | actives 0.53% (n = 220,000);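 active = inhibition above about 30%, limit read from the data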;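 also: 0% = p47phox with labelled peptide and 100% = labelled peptide alone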
p97 ATPase inh: blocks human p97 ATPase activity | AID 1481 | inhibition, % at 8 µM | P55072 | recombinant p97 ATPase, Kinase-Glo ATP luminescence, 3 h | actives 0.42% (n = 220,000); in the data active = inhibition above about 15%;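 also: 0% = DMSO vehicle and 100% = wells lacking enzyme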
Ba/F3 V617F tox: lowers viability of Ba/F3 cells expressing EpoR and JAK2V617F. ATP luminescence. inhibition, % at 5.6 µM. actives 1.1% (n = 220,000);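 active = inhibition above the campaign mean plus 3 SD over all tested compounds, cut at about 24% in these data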;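 also: cytokine-independent growth of Ba/F3 cells driven by EpoR plus mutant JAK2; 0% = DMSO-treated cells and 100% = JAK inhibitor I control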
BaF3 tox: counter-screen for JAK2V617F inhibitors: parental Ba/F3 viability inhibitors; CellTiter-Glo ATP luminescence; inhibition, % at 5.6 µM; actives 1.1% (n = 220,000); AID 1486;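 active = inhibition above a per-campaign cutoff, the mean inhibition of all tested compounds plus 3 SD, cut at about 27% in these data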;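 also: 0% = DMSO wells and 100% = JAK Inhibitor I control wells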
TbHK1 inh: T. brucei hexokinase 1 inhibition. AID 1430. actives 0.11% (n = 220,000). recombinant TbHK1, G6PDH-coupled NADH A340. inhibition, % at 10 µM;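 active = inhibition of 50% or more in the single-dose primary screen; inactive = inhibition below 50%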
EP2 antag: inhibitors of human EP2 prostaglandin E2 receptor | C6 glioma cells expressing human EP2, cAMP TR-FRET; cells stimulated with saturating PGE2 | actives 0.52% (n = 260,000) | inhibition, % at 25 µM;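 active = percent inhibition above 40 after rounding to a whole number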;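 also: rat C6 glioma host cells with rolipram phosphodiesterase inhibitor present; the protocol text gives 20 µM as final concentration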
Starred values were filed as active, the others as inactive; nt = not tested or not shown; & = joins results of further samples; [ ] = another dose, or the depositor's remark.

No.	Structure	PPC-1+TRAIL kill	RBBP9 inhibitor	Furin inhibitor	p47phox inh	p97 ATPase inh
1	CCC(C(=O)Nc1ccc2c(c1)OCCO2)c1ccccc1 (stereo unspecified)	23.7	1.7	-20.3	-3.6	-0.2
2	COC(=O)C1CCCN1C(=O)COc1ccc(Cl)cc1Br (stereo unspecified)	5.0	-5.7	-18.3	-0.4	-1.4
3	CCOc1cc(C2C(C(=O)OCC(C)C)=C(C)N=C3SCCC(=O)N32)ccc1OC(C)=O (stereo unspecified)	-5.8	4.0	-7.2	-8.7	2.2
4	Cc1ccc(CS(=O)(=O)Cc2ccc(C(=O)NCc3cccs3)o2)cc1	11.8	-10.3	-6.5	-5.9	-3.8
5	Cc1ccc(O)c(C2=NCCNC(C(F)(F)F)=C2)c1	-0.8	-3.2	-0.4[20 µM]	-34.3	0.1
6	O=C(NNS(=O)(=O)c1ccc(F)cc1)C1CCN(S(=O)(=O)c2ccccc2)CC1	4.1	-5.1	-17.3	0.7	-1.4
7	Cc1ccc(CC2CC(=O)N(c3nc4ccccc4n3C)C2=O)cc1 (stereo unspecified)	6.0	-6.4	-27.7[20 µM]	-12.1	2.1
8	COc1ccc(OCCCC(=O)Nc2ccc3c(c2)OCO3)cc1	-17.9	-6.5	-29.0	-4.0	-0.4
9	COc1ccc(/C=N/NC(=O)c2cccnc2)c(C(=O)O)c1OC	11.3	-3.7	-4.7	-3.5	4.6
10	O=C(N/N=C1/CCCc2ccccc21)c1cc([N+](=O)[O-])cc([N+](=O)[O-])c1	3.2	-4.6	-2.4	-5.8	0.2
11	O=C(NCCc1cn2ccccc2n1)c1cc(COc2ccc3ncccc3c2)on1	12.5	-7.0	-16.4	-10.2	4.0
12	Cc1ccc(NC(C)C(=O)N/N=C/c2ccc([N+](=O)[O-])s2)cc1 (stereo unspecified)	-10.8	-7.9	-13.7	-4.7	1.8
13	Cc1[nH]c2ccccc2c1-c1csc(NC(=O)CSCC(=O)O)n1	-1.4	-4.0	-8.8	-7.3	6.0
14	Cc1oc(-c2cccc(F)c2)nc1CN1CCCCC1CCc1ccccn1 (stereo unspecified)	15.7	-11.1	-8.3	-22.1	-3.7
15	CC(C)(C)OC(=O)NCCCC[C@H](NC(=O)c1[nH]cnc1C(=O)Nc1ccc(CNC(=O)OC(C)(C)C)cc1)C(=O)OC(C)(C)C	13.2	nt	-38.6	-22.8	nt

No.	Ba/F3 V617F tox	BaF3 tox	TbHK1 inh	EP2 antag
1	1.8	4.8	0.8	4.6
2	0.0	3.9	-0.7	14.4
3	-2.2	1.9	-19.1	11.9
4	4.7	6.3	12.1	7.4
5	-2.8	2.4	-37.0	8.3
6	0.9	4.3	2.4	5.1
7	-2.2	1.2	-8.5	10.2
8	-2.7	3.9	3.7	5.2
9	-0.7	-1.6	-42.8	16.1
10	1.1	8.1	13.4	0.4
11	11.2	12.1	-6.8	16.1
12	-2.2	1.3	-6.7	6.7
13	0.1	0.6	-10.0	14.0
14	1.2	4.6	16.7	6.5
15	nt	nt	-54.1	0.3

More results follow:
No.	Structure	PPC-1+TRAIL kill	RBBP9 inhibitor	Furin inhibitor	p47phox inh	p97 ATPase inh
16	COc1ccc(N(C(C)C(=O)Nc2ccc(S(=O)(=O)N3CCOCC3)cc2)S(C)(=O)=O)cc1 (stereo unspecified)	-6.3	-9.9	-35.3	-11.2	1.6
17	NC(=O)NC(=O)COC(=O)c1ccccc1OCc1ccc(F)cc1	-14.7	-10.9	-17.3	1.7	0.1
18	Cc1ccc(Nc2nnc(C3C(=O)N(C)C4(C)CC3c3cc(Br)ccc3O4)s2)cc1 (stereo unspecified)	10.4	-7.1	-8.1	-30.2	10.0
19	O=C(Nc1ccc(OC(F)(F)F)cc1)C1=NCCN1	17.6	-0.7	-13.0	-7.2	1.5
20	COc1cc2c(cc1OC)C(C)N(Cc1ccc3c(c1)OCO3)CC2 (stereo unspecified)	-12.5	1.4	-29.4	-5.6	1.8
21	C=CCN1CC2(c3ccccc3)CN(CC=C)CC(c3ccccc3)(C1)C2=O	8.8	1.5	-18.9	5.1	-2.5
22	O=C(Nc1nnc(-c2ccccc2SCc2ccccc2F)s1)Nc1ccccc1F	22.0	6.7	-11.9[20 µM]	-10.5	1.7
23	Nc1ccc2nc(SCC(=O)Nc3ccc(N4CCOCC4)c(Cl)c3)sc2c1	21.1	-3.7	-22.1	-11.2	5.3
24	O=C(NC(Cc1c[nH]c2ccccc12)C(=O)Nc1ccc(F)cc1)c1cccs1 (stereo unspecified)	-12.1	-1.7	-22.5	-9.1	13.1
25	O=C1CSC(c2ccccc2F)N1 (stereo unspecified)	14.7	3.4	-17.8	-6.4	3.0
26	C=Cn1c(C(=O)O)ccc1-c1ccc(CC)cc1	6.2	-2.6	-14.0	-14.0	7.1
27	O=C(O)CC1(CC(=O)Nc2cc(F)ccc2Cl)CCCCC1	7.1	2.6	-20.7	-3.5	2.5
28	CC(C)CN(C(=O)COC(=O)CNC(=O)c1ccc(Cl)cc1)C1CCS(=O)(=O)C1 (stereo unspecified)	0.6	-1.9	-13.4	7.8	3.0
29	CN1C(=O)CSc2ccc(NC(=O)NCc3cccnc3)cc21	5.3	-3.8	-12.9	-13.2	-5.9
30	COc1ccc(NC(=O)c2sccc2C)c([N+](=O)[O-])c1	11.6	-3.9	-0.1[20 µM]	-8.1	-0.6

No.	Ba/F3 V617F tox	BaF3 tox	TbHK1 inh	EP2 antag
16	0.2	7.6	-4.1	8.6
17	-1.4	-0.3	-5.7	8.5
18	-1.4	8.8	-11.1	1.0
19	-3.1	1.6	-0.1	6.7
20	1.4	-11.1	-2.4	12.3
21	-1.1	5.2	-2.9	5.3
22	-3.2	0.1	39.2	15.6
23	-1.6	6.1	-5.4	4.8
24	-3.2	7.1	3.9	0.7
25	-3.8	3.6	-13.4	8.6
26	-8.1	-0.4	-8.4	4.2
27	-1.8	-2.9	-7.1	18.6
28	1.2	6.0	-0.3	9.3
29	4.8	2.9	-1.3	13.6
30	-3.6	-1.4	-8.0	12.7

Whole records as entered above. Values in the order: PPC-1+TRAIL kill | RBBP9 inhibitor | Furin inhibitor | p47phox inh | p97 ATPase inh | Ba/F3 V617F tox | BaF3 tox | TbHK1 inh | EP2 antag
Shown for O=C1CSC(c2ccccc2F)N1 (stereo unspecified) : 14.7 | 3.4 | -17.8 | -6.4 | 3.0 | -3.8 | 3.6 | -13.4 | 8.6
Shown for CC(C)CN(C(=O)COC(=O)CNC(=O)c1ccc(Cl)cc1)C1CCS(=O)(=O)C1 (stereo unspecified) : 0.6 | -1.9 | -13.4 | 7.8 | 3.0 | 1.2 | 6.0 | -0.3 | 9.3

(next part)
No.	Structure	PPC-1+TRAIL kill	RBBP9 inhibitor	Furin inhibitor	p47phox inh	p97 ATPase inh
31	Cc1ccc(C(c2nnnn2Cc2cccs2)N2CCN(C(=O)c3ccco3)CC2)cc1 (stereo unspecified)	-11.1	-0.1	-8.3	-7.7	4.9
32	N#CCCN(Cc1cccnc1)C(=O)Nc1ccc(Cl)c(Cl)c1	-13.1	-9.0	-23.2[20 µM]	-8.6	2.7
33	CCc1ccc(NC(=S)NCC2CCCN2CC)cc1 (stereo unspecified)	10.0	-3.1	-21.4	3.3	5.0
34	CC(c1cccnc1)N(CCN(C)C)C(=O)Nc1ccc(Cl)cc1 (stereo unspecified)	-28.2	-0.2	-36.8	-0.2	2.5
35	COc1ccnc(CSC(N)=Nc2cccc(C(F)(F)F)c2)c1	9.8	0.3	-27.0	-14.5	3.4
36	CC1=CC(C)(C)N(C(=O)CNC2CCCC2)c2cc(C)ccc21	20.0	6.1	-30.5	0.8	0.2
37	Cc1ccc(-n2nc(C)c3c2OC(N)=C(C#N)C3c2ccccc2F)cc1 (stereo unspecified)	12.0	-0.1	-8.3	3.6	-5.5
38	Nc1nc(SCc2ccccc2)[nH]c(=O)c1-c1ccccc1	46.5	3.2	-23.6	-3.4	0.3
39	CCn1c(O)c(C=Nc2ccccc2)oc1=S	12.0	-10.1	-18.0	-10.2	-0.1
40	C=CCNC(=S)NC(=O)c1ccc(C)c(Br)c1	4.0	-9.0	-9.1	-4.0	-5.1
41	O=C1C2C3CCCC3=C3CCCC3C2C(=O)N1c1ccc(Cl)cc1 (stereo unspecified)	19.6	-5.1	-21.6	nt	-1.4
42	COc1ccc(-c2nnc(Sc3nc4ccccc4o3)c3ccccc23)cc1	nt	-10.7	-6.2[20 µM]	-18.5	6.3
43	COc1ccc(Cc2noc(CN3CCN(Cc4csc(C)n4)CC3)n2)cc1OC	2.7	-5.2	-19.9	-4.5	0.0
44	CCc1ccc(CN2CCN(C(=O)c3cccc(OC)c3OC)CC2)cc1	21.8	2.5	-20.7[20 µM]	-11.6	-4.3
45	Cc1cc(C)nc(NC(=NCCc2c[nH]c3ccccc23)NC(=O)C(C)(C)C)n1	6.7	-8.1	-17.2	-1.8	-4.4
46	CC(=O)N1CCN(c2ccc(NCc3ccc(C(C)C)cc3)cc2)CC1	8.2	5.2	-5.7	1.6	-8.8

No.	Ba/F3 V617F tox	BaF3 tox	TbHK1 inh	EP2 antag
31	2.3	8.7	6.6	8.0
32	-2.0	1.8	4.7	8.2
33	-2.8	-1.7	-0.1	9.8
34	-1.9	3.5	2.0	17.1
35	-4.3	3.5	-2.4	9.4
36	-4.8	8.8	14.5	9.2
37	3.4	7.5	4.6	13.1
38	-3.1	-0.7	10.3	13.0
39	4.2	7.7	0.1	16.6
40	5.2	4.4	0.8	7.6
41	2.5	8.1	-4.4	5.8
42	-3.3	2.3	-0.8	16.7
43	6.1	12.6	2.6	1.9
44	-0.3	0.7	4.7	4.2&5.0
45	1.8	-1.5	2.0	10.5
46	-2.9	0.1	2.3	12.3

An excerpt from above in order of formula weight, largest number first:
No.	Structure	PPC-1+TRAIL kill	RBBP9 inhibitor	Furin inhibitor	p47phox inh	p97 ATPase inh
31	Cc1ccc(C(c2nnnn2Cc2cccs2)N2CCN(C(=O)c3ccco3)CC2)cc1 (stereo unspecified)	-11.1	-0.1	-8.3	-7.7	4.9
44	CCc1ccc(CN2CCN(C(=O)c3cccc(OC)c3OC)CC2)cc1	21.8	2.5	-20.7[20 µM]	-11.6	-4.3
37	Cc1ccc(-n2nc(C)c3c2OC(N)=C(C#N)C3c2ccccc2F)cc1 (stereo unspecified)	12.0	-0.1	-8.3	3.6	-5.5
35	COc1ccnc(CSC(N)=Nc2cccc(C(F)(F)F)c2)c1	9.8	0.3	-27.0	-14.5	3.4
33	CCc1ccc(NC(=S)NCC2CCCN2CC)cc1 (stereo unspecified)	10.0	-3.1	-21.4	3.3	5.0

No.	Ba/F3 V617F tox	BaF3 tox	TbHK1 inh	EP2 antag
31	2.3	8.7	6.6	8.0
44	-0.3	0.7	4.7	4.2&5.0
37	3.4	7.5	4.6	13.1
35	-4.3	3.5	-2.4	9.4
33	-2.8	-1.7	-0.1	9.8

Assay outcomes (PubChem BioAssay)

This is a subset; count on the stated rates, not on these rows.
